Mdm2-MdmX inh: human Mdm2/MdmX binding inhibition | inhibition, % at 8 µM | SaOS-2 split-luciferase Mdm2/MdmX complementation, luminescence | 3% of 330,000 active;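 active means inhibition of at least 50% at 8 µM in the primary screen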
Target sequence (O15151 whole entry, looked up): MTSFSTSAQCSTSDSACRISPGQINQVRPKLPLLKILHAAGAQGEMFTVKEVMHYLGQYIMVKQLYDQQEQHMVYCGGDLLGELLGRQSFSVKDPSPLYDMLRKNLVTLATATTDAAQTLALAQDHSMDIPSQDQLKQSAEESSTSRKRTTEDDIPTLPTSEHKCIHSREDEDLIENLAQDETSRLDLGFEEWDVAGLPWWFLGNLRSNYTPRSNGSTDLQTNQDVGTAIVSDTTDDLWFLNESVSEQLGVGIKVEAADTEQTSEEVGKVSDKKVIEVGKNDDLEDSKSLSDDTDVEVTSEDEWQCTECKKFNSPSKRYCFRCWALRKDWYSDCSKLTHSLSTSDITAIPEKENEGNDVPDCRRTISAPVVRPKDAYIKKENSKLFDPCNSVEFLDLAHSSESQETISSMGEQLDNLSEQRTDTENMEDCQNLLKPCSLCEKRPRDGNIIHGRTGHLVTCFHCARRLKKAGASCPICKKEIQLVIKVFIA
Target sequence (Q00987 whole entry, looked up): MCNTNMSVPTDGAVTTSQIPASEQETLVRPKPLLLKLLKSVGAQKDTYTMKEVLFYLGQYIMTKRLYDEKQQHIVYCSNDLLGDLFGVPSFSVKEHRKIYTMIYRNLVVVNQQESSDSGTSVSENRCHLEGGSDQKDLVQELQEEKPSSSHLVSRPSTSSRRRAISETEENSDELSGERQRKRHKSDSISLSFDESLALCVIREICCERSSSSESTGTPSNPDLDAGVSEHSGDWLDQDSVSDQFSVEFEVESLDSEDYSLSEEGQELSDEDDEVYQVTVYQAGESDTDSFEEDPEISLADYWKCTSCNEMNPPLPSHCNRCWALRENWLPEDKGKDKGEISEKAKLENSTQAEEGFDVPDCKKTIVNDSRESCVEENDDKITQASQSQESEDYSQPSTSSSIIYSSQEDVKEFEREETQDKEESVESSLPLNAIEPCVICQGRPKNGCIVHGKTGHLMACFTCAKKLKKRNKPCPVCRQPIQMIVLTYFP
tim10-1 inh: growth inhibitors of tim10-1 mutant yeast; S. cerevisiae tim10-1 ts strain growth, BacTiter-Glo, 24 h; inhibition, % at 20 µM; 2.2% of 330,000 active; AID 463190;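 active means inhibition of at least 40%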;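 further: mutant grown at 25 °C; 0% = DMSO wells with yeast and 100% = wells holding no yeast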
697 NFkB inh: inhibitors of the PMA/ionomycin-induced NF-kB reporter in 697 B cells; 697 B-cell NF-kB luciferase reporter, 16 h; inhibition, % at 4 µM; 0.33% of 330,000 active; in the data active means inhibition above about 35%
Jurkat NFkB inh: inhibitors of the PMA/ionomycin-induced NF-kB reporter in Jurkat cells | PMA/ionomycin-induced NF-kB luciferase reporter, luminescence | inhibition, % at 4 µM | 0.53% of 330,000 active; in the data active means inhibition above about 50%
tim23-1 inh: tim23-1 yeast growth inhibition; S. cerevisiae tim23-1 growth, BacTiter-Glo luminescence, 24 h; inhibition, % at 20 µM; 1.3% of 330,000 active; AID 463212;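 active means growth inhibition of the mutant yeast at or above 50%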;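 further: temperature-sensitive mutant grown at 25 °C; plate controls were DMSO-treated mutant yeast for no effect and medium wells lacking yeast for full effect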
TIM10 inh: inhibits growth of TIM10 yeast strain; S. cerevisiae TIM10 strain growth, BacTiter-Glo luminescence, 24 h; 1.4% of 330,000 active; inhibition, % at 10 µM;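 active means inhibition of 40% or more at the single tested concentration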;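 further: wild-type TIM10 isogenic control strain grown at permissive 25 °C; 0% = DMSO yeast wells and 100% = minimal medium wells without yeast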
UPR CHOP act: apoptotic UPR (CHOP) activation. CHO-CHOP luciferase reporter, luminescence; percent of tunicamycin response over DMSO baseline. activation, % at 10 µM. 0.34% of 330,000 active;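 active means at 10 µM dose, activation of 40% or more, normalized to positive control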;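 further: 100% = tunicamycin at 10 µg/mL and 0% = DMSO alone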
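Evaluation: % reporter activation, DMSO baseline versus tunicamycin full activation; System: CHO-CHOP luciferase reporter cell line; Input: 500 cells/well; Incubation: 6 h compound treatment, 37 °C; Measured by: Steady-Glo luciferase luminescence; Dosing: one dose, 10 µM in 0.5% DMSO; Buffer or medium: F12 medium, 10% FBS; Benchmarks: positive tunicamycin 10 µg/mL, negative DMSO alone.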
UPR XBP1 act: adaptive UPR (XBP1) activation; CHO-XBP1 luciferase reporter, IRE1-XBP1 UPR activation, luminescence; percent of tunicamycin response, DMSO as zero; activation, % at 20 µM; 0.33% of 330,000 active; AID 463104;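 active means versus positive control, 20 µM dose yields 30% or more activation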;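 further: 100% = tunicamycin at 10 µg/mL and 0% = DMSO only wells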
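Signal: luciferase luminescence; Assay system: CHO-XBP1 luciferase reporter cells; Amount: one thousand reporter cells per well; Dosing: 20 µM single concentration, DMSO 1%; Benchmarks: high control tunicamycin 10 µg/mL final, low control DMSO vehicle only; Schedule: 6 h compound exposure at 37 °C, 5% CO2; Evaluation: percent activation relative to tunicamycin reference.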
Numbers without * were called inactive.

SMILES	Mdm2-MdmX inh	tim10-1 inh	697 NFkB inh	Jurkat NFkB inh	tim23-1 inh	TIM10 inh	UPR CHOP act	UPR XBP1 act
CC(=O)c1ccc(N2CCN(S(=O)(=O)c3cccc4nsnc34)CC2)cc1	7	1	23	-2	0	14	0.2	-1
Cc1cc(NC(=O)c2cc3cccc([N+](=O)[O-])c3[nH]2)ccc1F	-93	-21	-107	-155	22	7	7.2	2
COc1cccc(C(=O)Nc2nc(-c3ccc(S(=O)(=O)N4CCOCC4)cc3)cs2)c1	58*	12	2	10	10	6	2.1	-4
CCCC(=O)OCC(=O)Nc1ccccc1Sc1ccccc1	-2	-2	1	17	-1	-11	3.2	-1
CC(=O)CSc1cc(C)nc2c(-c3ccccc3)c(C)nn12	7	4	3	5	2	3	0.5	2
CC1OC2(OC1C)C(=O)Nc1ccccc12 (centres undefined)	-32	11	1	2	19	14	-1.1	0
CC(C)N1CCN(S(=O)(=O)c2ccccc2)CC1	-15	5	-3	4	14	-4	1.0	-3
O=C(CN1CCCCC1)Nc1ccc(S(=O)(=O)N2CCOCC2)cc1	7	10	12	4	3	1	-0.3	-2
O=C(O)c1cc2nc(-c3ccccc3)cc(C(F)(F)F)n2n1	-20	9	-17	-6	14	-12	0.8	-1
CCOC(=O)c1sc(SCC(=O)Nc2ccc(N(C)C)cc2)nc1N	5	16	-33	7	24	9	0.4	1
O=C(NCC1CCCO1)c1ccc(Br)s1 (centres undefined)	10	-6	2	-2	-4	-1	-0.9	-1
COc1ccc(S(=O)(=O)N2CCC(C(=O)N[C@@H](C)C(=O)NC3CC3)CC2)cc1	12	-3	-4	-9	4	-1	2.8	-1
COc1ccc(OC)c(NC(=S)N2CCN(c3ccccn3)CC2)c1	15	1	5	11	11	13	-0.7	1
CCCN(CCC)CCCNC(=O)c1cc2cc3ccc(Cl)cc3nc2o1	7	58*	7	-15	43	60*	2.0	1
CC(C)(C)NC(=O)CC1C(=O)NCCN1Cc1c(F)cccc1Cl (centres undefined)	2	10	25	5	6	-6	-0.7	0
CCOc1ccccc1-c1nc(CN2CCCN(C(=O)c3ccco3)CC2)c(C)o1	-23	6	-25	-3	9	12	1.5	-1
O=C1CC(N2CCC(c3nc4ccccc4[nH]3)CC2)C(=O)N1Cc1ccccc1 (centres undefined)	-8	16	-19	-9	23	22	1.8	-1
CCN(CC)CCCNC(=O)c1cn(CC)c2cc(N3CCN(C(=O)c4ccco4)CC3)c(F)cc2c1=O	17	-6	-1	-22	-2	-3	0.1	-1
Cc1noc(C)c1C(=O)Nc1ccc2c(c1)CCC2	-6	15	6	-6	35	11	1.8	-2
O=C(Oc1ccc2ccccc2c1)C1CCC1	5	16	1	6	4	8	-0.3	-2
CC(=O)N1CCN(c2ccc(NC(=O)c3cccc(OCc4ccccc4)c3)cc2)CC1	32	6	-39	11	0	11	-2.0	-2
COc1ccc(N=C2C(=O)Nc3ccccc32)cc1	18	4	-3	-11	1	4	-0.5	-1
CCOC(=O)N1CCN(c2nc(C(F)(F)F)nc3c(C)cc(C)cc23)CC1	42	25	3	7	3	30	-0.1	-2
O=C(NCCCCCCNC(=O)c1ccc(Br)s1)c1ccc(Br)s1	8	7	-13	19	-3	-27	3.8	3
CCCCCCCC1(C)NC(=O)NC1=O (centres undefined)	8	-15	21	-1	6	0	1.1	0
O=C(c1ccc2snnc2c1)N1CCN(c2ccccc2)CC1	-4	13	-5	9	8	4	2.1	3
O=C(O)c1nn(CCOc2ccc(Br)cc2)c(=O)c2ccccc12	-17	-1	-3	3	14	-21	-1.2	4
CC1CCCCC1NC(=O)CN1CCC(O)(c2ccc(F)cc2)CC1 (centres undefined)	-12	-19	6	2	-5	-7	1.9	-3
O=[N+]([O-])c1cccc(NC2=NCCC2)c1	7	8	1	-1	9	8	-0.5	-3
CCOC(=O)[C@H]1O[C@@H]1C(=O)N[C@@H](CC(C)C)C(=O)NCCC(C)C	11	3	11	-2	6	6	0.1	-7
CCN(CC)c1nc(C)nc2c1sc(=S)n2C	6	14	-10	-11	27	-14	-1.8	2
Cc1cc(=O)[nH]c(N/N=C/c2ccccc2C(F)(F)F)n1	1	-4	0	3	5	-2	-0.3	4
c1ccc(COc2ccccc2CNC23CC4CC(CC(C4)C2)C3)cc1	96*	-1	-30	2	-68	4	-1.5	3
COP(=O)(OC)C(Nc1ccc([N+](=O)[O-])cc1)c1ccccc1 (centres undefined)	3	9	2	11	14	18	2.2	-1
COC(=O)c1ccc(C(=O)OC)nc1	-5	3	3	-6	5	4	-2.1	-2
N#CC1=C(Nc2ccccc2)SC=C(c2ccc(Br)cc2)N=C1N1CCOCC1	7	2	-15	-18	-2	-2	-5.0	-2
CSc1nc(C)cc(OCCNS(=O)(=O)c2ccc(C)cc2)n1	12	8	-2	-14	12	-3	-1.4	3
CC(=O)c1ccc(OCC(=O)Nc2cccc(S(=O)(=O)N3CCCC3)c2)cc1	3	15	-24	13	0	0	4.0	-1
COc1ccc(CC(=O)Nc2cccc(S(=O)(=O)N3CCOCC3)c2)cc1OC	13	1	-27	21	5	10	-1.5	-3
CC(C)(C)NC(=O)COc1ccc(CNCc2cccnc2)cc1	-8	-10	16	-1	-1	-3	0.9	2
N#Cc1c(N2CCOCC2)nsc1-c1ccccc1	-21	12	-40	-33	10	-10	6.7	6
CC(C)c1ccc(N=C2N=C(N)c3ccccc32)cc1	40	13	-82	-62	35	8	6.3	9
COC(=O)CSc1nc2ccc(N)cc2s1	17	-12	32	3	7	6	1.4	-1
COc1cc(C)c(C(=O)Oc2cc(C)c(C(=O)O)c(O)c2C)c(OC)c1C	-12	39	27	-14	13	6	-0.2	3
COc1ccc(OCC(=O)NC(=S)NNC(=O)COc2ccc(Br)cc2Cl)cc1	21	-11	12	15	2	8	-0.4	-2

Three compounds out of the list, ordered by SMILES length, falling.
SMILES	Mdm2-MdmX inh	tim10-1 inh	697 NFkB inh	Jurkat NFkB inh	tim23-1 inh	TIM10 inh	UPR CHOP act	UPR XBP1 act
N#CC1=C(Nc2ccccc2)SC=C(c2ccc(Br)cc2)N=C1N1CCOCC1	7	2	-15	-18	-2	-2	-5.0	-2
COP(=O)(OC)C(Nc1ccc([N+](=O)[O-])cc1)c1ccccc1 (centres undefined)	3	9	2	11	14	18	2.2	-1
Cc1cc(=O)[nH]c(N/N=C/c2ccccc2C(F)(F)F)n1	1	-4	0	3	5	-2	-0.3	4

(cont.)
SMILES	Mdm2-MdmX inh	tim10-1 inh	697 NFkB inh	Jurkat NFkB inh	tim23-1 inh	TIM10 inh	UPR CHOP act	UPR XBP1 act
O=S1(=O)C=CC(Nc2cccc(Cl)c2)C1 (centres undefined)	-11	11	12	50*	10	2	-0.8	1
CC(=O)c1ccc(NC(=O)C(C)OC(=O)COc2ccc(C#N)cc2)cc1 (centres undefined)	-1	-5	9	-7	1	0	-0.6	-3
Cc1c(Cl)cccc1NC(=S)N1CCN(C(=O)C2CCCO2)CC1 (centres undefined)	-6	4	17	-9	9	-12	-0.8	-1
COc1ccc(CCNC(=O)c2noc(C(C)C)c2[N+](=O)[O-])cc1OC	-29	-9	10	6	1	-5	1.6	-7
CCC1=NN2C(=N)/C(=C\c3cccn3-c3ccc(C)c(C)c3)C(=O)N=C2S1	15	19	-18	-1	24	25	3.1	2
COC(=O)C1=C(C)NC(=O)CC1c1cccc(OC)c1OC (centres undefined)	-6	4	7	8	7	-6	-1.3	-1
Cc1[nH]c(=O)c(C#N)c(C)c1CCC(=O)Nc1cc(S(C)(=O)=O)ccc1Cl	-14	17	8	-10	8	-13	-2.3	-4
Nc1cc(=O)[nH]c(SCC(=O)Nc2ccc(Cl)c(Cl)c2)n1	-2	5	10	11	-5	-13	1.6	0
Cc1sc2ncn(CC(=O)NCC3COc4ccccc4O3)c(=O)c2c1S(=O)(=O)N1CCCCC1 (centres undefined)	19	-1	13	-6	9	9	0.6	-2
CCN(c1ccccc1)S(=O)(=O)c1ccc(C(=O)N2CCN(c3ccccc3)CC2)cc1	-7	-5	5	-2	18	3	-0.1	-2
O=C(/C=C/c1ccccc1)Nc1cc(S(=O)(=O)N2CCOCC2)ccc1N1CCCC1	22	19	-2	9	3	-5	-0.4	-1
CCc1nc2ccccc2c(=O)n1NCCc1ccccc1	13	19	-12	-10	12	9	0.5	-1
CN(C(=O)CN(CCO)CC(=O)N(C)C(C)(C)Cc1ccccc1)C(C)(C)Cc1ccccc1	26	24	16	0	13	16	1.0	2
CC1CCCC(C)N1/N=C/c1ccc(C(=O)O)cc1 (centres undefined)	-19	-9	26	2	1	-11	2.5	2
COc1ccc(CCNC(=O)COc2ncnc3ccccc23)cc1	9	20	18	0	3	-11	-0.8	0

Entries above with four or more nitrogen atoms:
SMILES	Mdm2-MdmX inh	tim10-1 inh	697 NFkB inh	Jurkat NFkB inh	tim23-1 inh	TIM10 inh	UPR CHOP act	UPR XBP1 act
CC(=O)c1ccc(N2CCN(S(=O)(=O)c3cccc4nsnc34)CC2)cc1	7	1	23	-2	0	14	0.2	-1
CCOC(=O)c1sc(SCC(=O)Nc2ccc(N(C)C)cc2)nc1N	5	16	-33	7	24	9	0.4	1
COc1ccc(OC)c(NC(=S)N2CCN(c3ccccn3)CC2)c1	15	1	5	11	11	13	-0.7	1
O=C1CC(N2CCC(c3nc4ccccc4[nH]3)CC2)C(=O)N1Cc1ccccc1 (centres undefined)	-8	16	-19	-9	23	22	1.8	-1
CCN(CC)CCCNC(=O)c1cn(CC)c2cc(N3CCN(C(=O)c4ccco4)CC3)c(F)cc2c1=O	17	-6	-1	-22	-2	-3	0.1	-1
CCOC(=O)N1CCN(c2nc(C(F)(F)F)nc3c(C)cc(C)cc23)CC1	42	25	3	7	3	30	-0.1	-2
O=C(c1ccc2snnc2c1)N1CCN(c2ccccc2)CC1	-4	13	-5	9	8	4	2.1	3
CCN(CC)c1nc(C)nc2c1sc(=S)n2C	6	14	-10	-11	27	-14	-1.8	2
Cc1cc(=O)[nH]c(N/N=C/c2ccccc2C(F)(F)F)n1	1	-4	0	3	5	-2	-0.3	4
N#CC1=C(Nc2ccccc2)SC=C(c2ccc(Br)cc2)N=C1N1CCOCC1	7	2	-15	-18	-2	-2	-5.0	-2
CCC1=NN2C(=N)/C(=C\c3cccn3-c3ccc(C)c(C)c3)C(=O)N=C2S1	15	19	-18	-1	24	25	3.1	2
Nc1cc(=O)[nH]c(SCC(=O)Nc2ccc(Cl)c(Cl)c2)n1	-2	5	10	11	-5	-13	1.6	0
Cc1sc2ncn(CC(=O)NCC3COc4ccccc4O3)c(=O)c2c1S(=O)(=O)N1CCCCC1 (centres undefined)	19	-1	13	-6	9	9	0.6	-2
